Bioassay records (PubChem BioAssay)
E-selectin induc: induces E-selectin expression in human endothelial cells; P16581; activation, % at 7.58 µM; HUVEC E-selectin immunofluorescence imaging; normalized: neutral wells 0, TNF-alpha wells 100; 260,000 tested, 0.37% active;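 active means mean E-selectin-positive cell signal at least 10% of the positive control, reached in at least 60% of replicates, without over 20% cell loss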;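 further: in these data hits start at about 27%; measured in HUVEC primary endothelial cells; signal is the percent of cells scored E-selectin positive by PE staining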
Target sequence (P16581 whole entry, looked up): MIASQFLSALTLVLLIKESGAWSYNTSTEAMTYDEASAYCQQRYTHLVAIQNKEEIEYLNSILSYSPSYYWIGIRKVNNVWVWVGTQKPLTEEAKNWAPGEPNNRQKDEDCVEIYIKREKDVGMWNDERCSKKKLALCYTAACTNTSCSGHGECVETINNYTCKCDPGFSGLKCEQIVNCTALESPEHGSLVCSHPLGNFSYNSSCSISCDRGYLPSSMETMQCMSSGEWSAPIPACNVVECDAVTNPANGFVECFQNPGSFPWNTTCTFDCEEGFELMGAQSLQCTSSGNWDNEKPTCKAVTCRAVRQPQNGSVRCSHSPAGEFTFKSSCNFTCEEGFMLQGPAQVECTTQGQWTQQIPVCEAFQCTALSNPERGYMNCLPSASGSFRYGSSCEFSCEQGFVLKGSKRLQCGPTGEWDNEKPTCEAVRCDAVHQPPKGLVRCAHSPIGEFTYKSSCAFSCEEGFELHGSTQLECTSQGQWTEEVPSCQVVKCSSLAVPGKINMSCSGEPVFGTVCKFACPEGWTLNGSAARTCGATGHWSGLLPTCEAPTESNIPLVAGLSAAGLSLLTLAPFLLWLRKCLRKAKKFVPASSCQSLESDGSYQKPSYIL
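Test system: HUVEC | Signal: Immunofluorescence imaging | Read-out: Percent E-selectin-positive cells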
RAD54 branch: RAD54 (human) branch migration inhibition; Q92698; RAD54 Holliday junction branch migration, FAM/BHQ fluorescence; inhibition, % at 10.4 µM; 360,000 tested, 0.14% active;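 active means mean normalized replicate activity at least 40 and at least half of replicates scoring 40 or more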;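 further: 0% = median of neutral control wells and 100% = median of positive control wells; inhibitors cause a drop in the FAM fluorescence signal; in these data hits start at about 50%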
RAD52 inh: RAD52 (human) annealing inhibition; inhibition, % at 18.7 µM; recombinant RAD52 DNA annealing, FRET fluorescence; P43351; 360,000 tested, 0.46% active;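 active means every replicate showing at least 50% inhibition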
ERp5 block: ERp5 (human) disulfide isomerase inhibition. 350,000 tested, 0.05% active. Q15084. inhibition, % at 9.99 µM. ERp5 insulin aggregation, absorbance 650 nm, 90 min;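 active means mean replicate inhibition above about 25%, with every replicate also reaching it, limit read from the data, passing the limit was not always enough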
esBAF inh: SWI/SNF esBAF complex inhibition | mouse ES cells, Bmi1-luciferase knock-in reporter, 24 h; 100% = twice the neutral-well signal | reporter increase, % at 12.5 µM | 350,000 tested, 2% active | AID 602393; in the data active means activation above about 40%;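 further: 0% = median of the plate's neutral control wells and 100% = double that signal; a rise in the Bmi1 reporter signal indicates esBAF inhibition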
PglD inh: PglD (C. jejuni) enzyme inhibition; purified PglD enzyme, DTNB colorimetric CoA detection; inhibition, % at 12.5 µM; 360,000 tested, 0.098% active; AID 602405; in the data active means inhibition above about 16%, passing the limit was not always enough; further: strong numbers were not always called active
CASP6 VEID inh: blocks human caspase-6 cleavage activity. purified caspase-6, Z-VEID-R110 cleavage fluorescence. inhibition, % at 12.5 µM. 350,000 tested, 0.53% active. AID 686996;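 active means mean inhibition across replicates at least about 35%, with every replicate also reaching that limit, limit read from the data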;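 further: 0% = median of neutral control wells and 100% = no fluorescence left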
Target sequence (P55212 24-179 limits assumed): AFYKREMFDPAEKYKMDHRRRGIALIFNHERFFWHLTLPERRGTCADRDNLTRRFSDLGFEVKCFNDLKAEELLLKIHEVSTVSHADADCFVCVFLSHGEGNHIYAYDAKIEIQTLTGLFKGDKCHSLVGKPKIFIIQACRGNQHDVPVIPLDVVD
Target sequence (P55212 194-293 limits assumed): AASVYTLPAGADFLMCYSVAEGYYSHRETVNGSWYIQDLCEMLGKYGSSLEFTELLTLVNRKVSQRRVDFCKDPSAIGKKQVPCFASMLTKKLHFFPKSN
ARNT-TACC3 inh: disrupts binding between human ARNT and TACC3; 390,000 tested, 0.66% active; Q9Y6A5; inhibition, % at 9.99 µM; AlphaScreen His-ARNT PAS-B/GST-TACC3 binding, luminescence; TACC3 fragment carries E629A point mutation; AID 623870;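 active means mean inhibition of replicates at least 50% and at least half of replicates each reaching 50%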;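 further: 0% = complete ARNT plus TACC3 wells and 100% = ARNT alone without TACC3; many hits fall short of the cut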
* marks the source's active call; other numbers are inactive results; / = not tested or not shown; & = joins results of further samples.

Under each structure – esBAF inh, CASP6 VEID inh, ERp5 block, RAD52 inh, E-selectin induc, ARNT-TACC3 inh, PglD inh, RAD54 branch
- C=CCN(c1nc(C)c(Br)c(OC)n1)S(=O)(=O)c1ccc(C)cc1
  -9, 0, 4, -14, 0.5, 0, 2, 4
- COc1ccc(CN(C)C[C@H]2Oc3c(NS(=O)(=O)c4ccc(F)cc4)cccc3C(=O)N([C@H](C)CO)C[C@H]2C)cc1
  -3, 1, -2, 4, 0.0, -6, 3, -6
- NCC[C@@H]1CC[C@H](NS(=O)(=O)Cc2ccccc2)[C@@H](CO)O1
  6, -10, 0, 2, 0.3, 3, 2, -5
- COC(=O)c1sccc1NC(=O)CC1C(=O)NCCN1C(=O)c1ccccc1 (stereo unspecified)
  9, 3, 0, -24, 0.0, -4, -2, 0
- CC1(C)CN(c2ccccc2)N(C(=O)c2ccc(C#N)cc2)C1=O
  -8, /, /, /, /, 1, -4, -5
- COc1cccc(CN(C)C(=O)CSC(C)C(=O)Nc2cc(C)on2)c1OC (stereo unspecified)
  -5, -118, -4, 8, /, 2, 4, 2
- COC(=O)c1ccccc1Nc1cc(C)nc2nc(C)nn12
  -5, 2, 0, -13, 0.1, -5, -3, 12
- Cc1ccc(S(=O)(=O)N2CCN(C(=O)Cn3c(=O)oc4ccccc43)CC2)cc1
  -3, 0, -8, -9, /, 3, 2, -7
- CC(C)[C@H](NC(=O)c1ccccc1)C(=O)OCC(=O)Nc1ccc2c(c1)OCCO2
  /, 1, 1, -8, /, -1, /, /
- CN1C(=O)c2cc(NC(=O)C3CCCCC3)ccc2OC[C@H]2O[C@@H](CC(=O)NCCc3ccncc3)CC[C@@H]21
  -2, 0, /, -2, -0.1, -6, -1, -7
- COc1cccc(NC(=O)c2ccccc2-c2nc(-c3ccc(F)cc3)no2)c1
  /, 0, 0, -20, /, -9, /, /
- COc1ccc(C(=O)/C=C/Nc2cccc(O)c2)cc1
  -57, /, /, /, /, -3, 2, 4
- O=C(O)COc1ccccc1-c1nc(-c2ccccc2)c(-c2ccccc2)[nH]1
  -4, -1, 0, -2, /, -3, 1, 0
- O=C(O)CCC1(C(=O)O)CCC(=O)c2ccccc21 (stereo unspecified)
  -2, -5, -4, -53, -1.0, -6, -1, -4
- CCCCOCCCNC(=O)C[C@H]1C[C@@]2(C(=O)OC)C(=C[C@H](C(C)(C)C)O[C@@H]2C)N(Cc2ccccc2)C1=O
  /, -5, 6, 8, -0.1, /, /, /
- Cc1cccc(S(=O)(=O)N2CCCCN3[C@H](C2)[C@H](c2ccc(-c4cccnc4)cc2)[C@@H]3CO)c1
  /, 2, 0, -6, -0.4, -13, 5, -3
- CC1=C(C(=O)OCC2CCCO2)C(c2ccc(F)cc2)NC(=O)N1 (stereo unspecified)
  0, -2, -1, -15, /, -2, -7, -4
- CC1Oc2ccccc2C(=O)N(CC(=O)c2ccc3c(c2)OCCO3)C1=O (stereo unspecified)
  16, 4, 3, -9, 0.2, 0, /, /
- COc1ccc(OCC(=O)NNC(=O)c2c(-c3ccccc3Cl)noc2C)cc1
  1, 1, -2, -15, /, -3, /, /
- C=CCOC(=O)C1=C[C@@H](c2ccc3c(c2)OCO3)C[C@@H](OCCCCO)O1
  6, 1, 2, -17, 0.0, 1&-1, 6&1, 4&-3
- O=C(OCc1cc2ccccc2[nH]c1=O)c1ccc([N+](=O)[O-])cc1
  /, -1, 2, 10, /, 0, /, /
- O=C(NC1(C(F)(F)F)C(=O)Nc2c1c(=O)[nH]c(=O)n2-c1ccccc1)c1cccnc1 (stereo unspecified)
  -11, /, /, /, /, -5, -3, -10
- C/C=C/c1cnc2c(c1)C(=O)N([C@@H](C)CO)C[C@H](C)[C@H](CN(C)C(=O)C1CCCCC1)O2
  -2, -2, -2, -1, 0.3, -8, 11, 0
- O=C(CCNS(=O)(=O)c1ccccc1)NCCCSc1ccccc1
  -4, -1, 8, 2, -0.5, -4, 3, -10
- CCCC(=O)Nc1cccc(C(=O)Nc2nccs2)c1
  3, /, /, /, /, 0, -3, -4
- COc1ccc(Nc2nc(-c3cccnc3)nc3ccccc23)cn1
  -5, 17, -1, -276, /, 5, 0, -4
- CO[C@H]1CN(C)C(=O)c2ccc(NC(C)=O)cc2OC[C@H](C)N(C(=O)Cc2cccnc2)C[C@H]1C
  -1, 3, -4, 1, 7.3, -6, -3, 6
- Cc1c(CCC(=O)N2CCC[C@H]2C(=O)O)c(=O)oc2cc3oc4c(c3cc12)CCCC4
  -50, /, /, /, /, 8, 0, 2
- COc1ccc(-n2nnnc2SCC(=O)N(C)C2CCS(=O)(=O)C2)cc1 (stereo unspecified)
  /, 2, 1, -5, 0.0, -5, /, /
- COC(=O)Cc1c(O)ccn(CCc2ccccc2)c1=O
  -1, 1, 7, -2, -0.4, -15, 1, -7
- CC(C)CN(C(=O)CN(C)C(=O)Cc1ccccc1Cl)c1c(N)n(CC(C)C)c(=O)[nH]c1=O
  4, 0, 2, -1, -2.6, 5, -4, -4
- Cn1c(=O)oc2cc(S(=O)(=O)NCCC(=O)NC3CCCc4ccccc43)ccc21 (stereo unspecified)
  -4, 3, 1, -9, /, -14, -2, 11
- CCn1c(Cc2ccccc2)nnc1SCC(=O)Nc1nc(C)c(C)s1
  2, /, /, /, /, -5, -4, 1
- Cc1ccc(OCCC(=O)OCC(=O)Nc2ccc(Cl)cn2)cc1
  -8, /, /, /, /, 1, 2, -2
- COc1ccc(NC(=O)N(C)C[C@@H]2OCCCC[C@@H](C)Oc3ccc(NS(=O)(=O)c4c(C)noc4C)cc3C(=O)N([C@H](C)CO)C[C@@H]2C)cc1
  -4, /, /, /, -0.3, -3, -1, 4
- COc1ccc(-c2csc(NC(=O)COC(=O)C3=COCCO3)n2)cc1
  /, 1, -3, -15, -0.2, 2, /, /
- O=C(c1cnsn1)N1CCC(CO)(Cc2ccc(Cl)cc2)CC1
  14, 2, -1, -11, 6.3, -10, 7, -7
- COc1ccc(-c2noc(-c3ccccc3C(=O)Nc3cccnc3)n2)cc1
  22, /, /, /, /, 0, -7, -7
- Cc1cc(C)c(-n2c(SCCS(=O)(=O)c3ccc(F)cc3)n[nH]c2=O)c(C)c1
  /, 2, 3, -16, -0.2, 5, /, /
- CCc1ccc(N2CC(O)(c3cccs3)[N+]3=C2SCCC3)cc1 (stereo unspecified)
  /, -2, 3, -2, 2.8, -7, /, /
- COC(=O)C1=C(C)N(Cc2ccccc2)C(=NCCN2CCOCC2)N[C@H]1CCc1ccccc1
  -3, -1, -9, 12, -0.1, 2, 2, 12
- O=C(c1ccco1)N1CCN(C(c2ccccn2)c2nnnn2C2CCCC2)CC1 (stereo unspecified)
  -4, /, /, /, /, -9, -1, 4
- Cn1cccc1C(=O)OCc1cc(-c2ccco2)on1
  83*, -2, -9, 3, -1.5, -7, 1, 2
- C[C@@H]1CN([C@@H](C)CO)S(=O)(=O)c2ccc(/C=C/c3ccccc3)cc2O[C@@H]1CN(C)Cc1cncnc1
  3, -1, 4, 19, 0.0, 4, 0, 8
- CCC(=O)N1CC(=O)N2[C@@H](CO)[C@H](c3ccc(C#Cc4cccnc4)cc3)[C@@H]2C1
  /, -1, -1, 5, 0.3, /, /, /
- CN(CC(=O)Nc1ccccc1C(F)(F)F)C(=O)c1ccc(-c2ccc(Cl)cc2)o1
  /, 1, 1, -18, /, -2, 1, -4
- Cc1cccc(C)c1NC(=O)CN1CCN(C(=O)CNC(=O)c2ccc(-c3ccccc3)cc2)CC1
  4, 2, 0, -17, -0.5, /, -3, 11
- CCN1C(=O)/C(=C/c2cn(C)nc2C)SC1=S
  -1, /, /, /, /, -5, 0, 3
- Cc1ccc(S(=O)(=O)NC(C)(C)CSc2nnc(Nc3ccccc3)s2)cc1
  5, /, /, /, /, -5, -4, 5
- C[C@H](O)C#Cc1ccc2c(c1)O[C@H](CN(C)Cc1ccncc1)[C@@H](C)CN([C@@H](C)CO)S2(=O)=O
  1, 0, -3, 10, 0.1, 5, -2, -1
- Cc1ccc(Cl)cc1-n1ncc2c(NNC(=O)c3ccco3)ncnc21
  -6, -1, -1, 5, 0.8, 10, 4, 0
- C[C@@H]1CN([C@H](C)CO)C(=O)Cc2cc(NS(=O)(=O)c3ccc(Cl)cc3)ccc2O[C@@H]1CN(C)Cc1ccc(C(F)(F)F)cc1
  0, 4, 3, -6, 0.6, -8, 1, 6
- COc1ccccc1-c1ccc2c(c1)O[C@H](CN(C)S(=O)(=O)c1ccc(C)cc1)[C@H](C)CN([C@@H](C)CO)S2(=O)=O
  2, 2, -6, 3, -0.3, 8, 4, -6
- C[C@@H]1CN([C@@H](C)CO)C(=O)c2ccccc2-c2ccccc2CO[C@H]1CN(C)C(=O)c1ccccc1
  -2, -3, -1, 16, 0.1, -1, 0, -4
- COCc1cc(N2CCNC[C@H]2C)ccc1N1CCN(Cc2ccccc2)[C@H](C)C1
  /, -23, -5, 47, 0.2, /, /, /
- O=Cc1c[nH]c2ccc(C(=O)c3ccccc3)cc12
  1, -1, -1, -10, /, 18, 3, 11
- CC1CCCN(CCCOc2ccc(Cl)cc2Br)C1 (stereo unspecified)
  /, -17, -2, -6, 0.1, -2, /, /
- CCn1nc(C)cc1C(=O)N1CCc2c([nH]c3ccccc23)C1c1cc(F)ccc1F (stereo unspecified)
  /, 1, 5, -12, /, 5, /, /
- Cc1noc(C)c1NC(=O)Nc1ccc2c(c1)C(=O)N([C@H](C)CO)C[C@@H](C)[C@@H](CN(C)C(=O)C1CCCCC1)OCCCC[C@H](C)O2
  2, 2, 2, 1, -0.2, -7, 2, -4
- CC(C)n1nnnc1C1c2ccccc2C(=O)N1CCCN1CCOCC1 (stereo unspecified)
  /, 0, -2, -17, 3.1, /, /, /

New compounds follow
Under each structure – esBAF inh, CASP6 VEID inh, ERp5 block, RAD52 inh, E-selectin induc, ARNT-TACC3 inh, PglD inh, RAD54 branch
- Cc1ccccc1S(=O)(=O)Cc1ccc(C(=O)NCCN(CC(C)C)CC(C)C)o1
  2, 0, 2, -4, -0.1, 12, 5, -7
- CCOC(=O)NCCOC(=O)Nc1ccc(Cl)cc1
  -2, -2, -1, 1, -0.1, -2, 0, 2
- C/C=C/c1ccc2c(c1)O[C@@H](CN(C)Cc1cccnc1)[C@H](C)CN([C@H](C)CO)S2(=O)=O
  5, 0, -3, 1, -0.2, -3, 1, -8
- O=C(CC1CC1)N1[C@H](CO)[C@@H](c2ccccc2)C12CN(Cc1ccccc1F)C2
  /, -1, 6, -4, 0.0, /, /, /
- CCCNC(=O)N(C)C[C@@H]1Oc2ncc(-c3ccccc3)cc2C(=O)N([C@@H](C)CO)C[C@@H]1C
  6, -1, -5, -2, 0.1, -1, -3, 5
- COc1ccc2c3c([nH]c2c1)[C@H](CO)N(C(=O)c1cccc(F)c1)CC31CN(C(=O)c2cccc(F)c2)C1
  /, -3, -1, -15, -0.5, /, /, /
- COCCCNC(=O)C1CCC(CNS(=O)(=O)c2ccc3c(c2)N(C(C)=O)CCO3)CC1 (stereo unspecified)
  9, 5, 2, -1, /, -5, 0, 9
- COc1cccc(NC(=O)N(C)C[C@H]2Oc3cc(-c4ccccc4OC)ccc3S(=O)(=O)N([C@@H](C)CO)C[C@H]2C)c1
  2, 2, 11, -26, -0.1, -1, -1, -10
- COC(=O)c1ccc(COC(=O)c2cccn2C)o1
  32, -1, -5, -7, /, -3, -4, 13
- c1coc(-c2cc3nc(NCc4ccc5c(c4)OCO5)ccn3n2)c1
  33, 1, -2, -42, -0.1, /, 1, -5
- O=C(/C=C/c1ccccc1[N+](=O)[O-])Nc1cc(S(=O)(=O)N2CCOCC2)ccc1N1CCOCC1
  -3, 0, -2, -8, /, -9, -2, -8

Entries above that have bromine, in the order listed:
Under each structure – esBAF inh, CASP6 VEID inh, ERp5 block, RAD52 inh, E-selectin induc, ARNT-TACC3 inh, PglD inh, RAD54 branch
- C=CCN(c1nc(C)c(Br)c(OC)n1)S(=O)(=O)c1ccc(C)cc1
  -9, 0, 4, -14, 0.5, 0, 2, 4
- CC1CCCN(CCCOc2ccc(Cl)cc2Br)C1 (stereo unspecified)
  /, -17, -2, -6, 0.1, -2, /, /
